Shn3 3UTR inh – reduction of Shn3 3'UTR firefly luciferase signal, primary screen, Schnurri-3 inhibitor project, cell-based, Clone20 osteoblasts, set 2; Clone20 osteoblast Shn3 3'UTR firefly luciferase, 24 h; inhibition, % at 12.5 µM; 0.52% of 360,000 active; AID 588674, 2011;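 active means mean inhibition of at least 75% with every replicate also reaching 75%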;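 further: 0% = median of neutral control wells and 100% = pilot-screen positive control compound; some compounds past the cut are filed as inactive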
CF NFkB inh – inhibitors of PAF-induced NF-kB signaling, primary screen, cell-based, GFP fluorescence, uHTS; inhibition, % at 5 µM; 0.86% of 360,000 active; AID 588850, 2011; KKLEB NF-kB-GFP reporter, GFP fluorescence overnight;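 active means at least 50% inhibition at 5 µM, scaled per plate between neutral and stimulator controls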;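 further: PAF is a Pseudomonas aeruginosa culture filtrate used as stimulus; plate controls were PAF-stimulated DMSO wells for no effect and unstimulated DMSO wells for full effect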
KKLEB cytotox – cytotoxicity in KKLEB CF airway cells, primary screen, cytotoxicity control for CF NF-kB inhibitor project, cell-based, uHTS, fluorescence assay plates; KKLEB CF airway cells viability, ATPlite luminescence, overnight; hits give low values; cells stimulated with P. aeruginosa culture filtrate; AID 602141, 2011; 0.36% of 360,000 active; activity change (cytotoxicity), % at 5 µM;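 active means corrected activity change at or below -50% at 5 µM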
NR2E3 ag-1 – inhibitors of NR2E3-RetCOR corepressor binding, primary screen, NR2E3 agonist project, biochemical, TR-FRET, GST-NR2E3, biotin-RetCOR. Photoreceptor-specific nuclear receptor (Homo sapiens), Q9Y5X4. 1536-well. inhibition of corepressor binding, % at 4.78 µM. 0.12% of 320,000 active. AID 2300, 2010;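 active means percent inhibition above the cutoff of mean plus 3 SD of all tested compounds, set per screening campaign, cut at about 20% in these data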;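 further: 0% = DMSO wells and 100% = biotin wells as full block of FRET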
Target sequence (Q9Y5X4 whole entry, looked up): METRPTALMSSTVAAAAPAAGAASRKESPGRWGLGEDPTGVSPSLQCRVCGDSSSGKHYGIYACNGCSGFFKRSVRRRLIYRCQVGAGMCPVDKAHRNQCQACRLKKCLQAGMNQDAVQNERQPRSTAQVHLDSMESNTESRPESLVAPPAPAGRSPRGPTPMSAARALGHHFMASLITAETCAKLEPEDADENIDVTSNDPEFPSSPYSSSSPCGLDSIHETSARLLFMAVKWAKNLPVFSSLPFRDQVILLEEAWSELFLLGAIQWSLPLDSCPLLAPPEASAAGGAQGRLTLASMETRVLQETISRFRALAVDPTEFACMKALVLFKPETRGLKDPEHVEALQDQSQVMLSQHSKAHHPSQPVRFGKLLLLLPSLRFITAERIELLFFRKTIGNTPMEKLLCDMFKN
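Test system: GST-NR2E3 and biotin-RetCOR proteins | Quantity: 1.35 nM GST-tagged NR2E3 final | Medium: Tris pH 7.5 | Also added: 7 nM biotin-RetCOR | Dosing: Compound at 4.8 µM, single dose | Timing: 5 h at 4 °C | Detection: Time-resolved FRET | Read-out basis: Percent inhibition | Benchmarks: Biotin wells as high control, 0.6% DMSO wells as low control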
TROY NFkB inh – inhibitors of TROY-driven NF-kB signaling, primary screen, Q293 LMP1-TROYcd cells, NF-kB luciferase, uHTS. Q293 LMP1-TROYcd NF-kB luciferase reporter, 4 h. inhibition, % at 10 µM. 0.98% of 360,000 active. AID 1347056, 2019;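 active means compounds whose plate-normalised and pattern-corrected inhibition of the luciferase reporter signal at the single screening dose is 50% or more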
TRPM1 prom inh – inhibitors of MITF-dependent TRPM1 promoter reporter, primary screen, cell-based, SK-MEL-5, single point, luciferase; SK-MEL-5 TRPM1 promoter luciferase, 24 h; inhibition, % at 12.5 µM; 0.83% of 330,000 active; AID 488899, 2010;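 active means mean inhibition across replicates of 60% or more, whatever share of single replicates reaches that level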; further: values of inactives mirror those of a sister screen read the other way
NR2E3 ag-2 – NR2E3 agonists in two-hybrid cells, primary screen, cell-based, luminescence, CHO-S, Gal4-NCOR/VP16-NR2E3; 0.35% of 360,000 active; Photoreceptor-specific nuclear receptor (Homo sapiens), Q9Y5X4; inhibition of corepressor binding, % at 3.98 µM; luciferase; AID 602229, 2012;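 active means inhibition above the mean of all tested compounds plus 3 SD, cut at about 70% in these data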;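 further: 0% = DMSO with NR2E3 transfected cells and 100% = cells lacking NR2E3 construct; higher means lower luciferase signal from less NR2E3 corepressor binding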
HIF-2a inh – HIF-2a reporter inhibitors, primary screen, luminescence, 786-0 RCC cells; inhibition, % at 18.8 µM; 0.72% of 360,000 active; AID 624352, 2012; 786-0 RCC cells HIF-2a reporter, luciferase luminescence, overnight;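 active means inhibition of the luminescence signal of 40% or more relative to plate controls, in a single-dose primary screen at 18.75 µM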
TWEAK-Fn14 inh – inhibitors of TWEAK-Fn14 signaling, primary screen, luciferase reporter cells, uHTS; 2% of 360,000 active; AID 1159606, 2016; inhibition, % at 10 µM; TWEAK-stimulated Fn14 reporter cells, luciferase luminescence, 8 h; in the data active means inhibition above about 50%
C8 TRAIL sens – viability loss with TRAIL in NB7+C8 cells, primary screen, TRAIL sensitizer project, cell-based, ATPlite luminescence | inhibition (viability loss, TRAIL sensitization), % at 10 µM | 1% of 360,000 active | AID 624354, 2012;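 active means compounds causing at least 50% loss of cell viability in the single-dose screen, relative to plate controls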
Peg3 promoter – Peg3 promoter-driven luciferase inhibitors, primary screen, cell-based, HeLa, luciferase luminescence; HeLa PEG-Prom luciferase reporter, overnight; inhibition, % at 20 µM; 1.7% of 360,000 active;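 active means inhibition of at least 50% at 20 µM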
* marks the source's active call; other numbers are inactive results; · = no result given.

Fields: Shn3 3UTR inh, CF NFkB inh, KKLEB cytotox, NR2E3 ag-1, TROY NFkB inh, TRPM1 prom inh, NR2E3 ag-2, HIF-2a inh, TWEAK-Fn14 inh, C8 TRAIL sens, Peg3 promoter
> CCOC(=O)Cc1csc(NC(=O)CSc2nnc(-c3cccnc3)n2Cc2ccco2)n1
 : 14, 22, -2, 0, -9, 13, -22, 13, -12, -8, 10
> O=C(NN=Cc1ccccc1)C(Oc1ccccc1)c1ccccc1 (stereo not drawn)
 : 3, 2, -18, ·, 9, 4, 9, 28, -5, 0, 20
> CC1CCN(S(=O)(=O)c2ccc(C(=O)Nc3nnc(-c4ccco4)o3)cc2)CC1
 : 17, 17, -8, 3, -5, 13, 0, 8, 17, 7, 29
> Cc1cc(=O)c2cc(Br)ccc2[nH]1
 : 38, 11, 0, 2, 12, 10, 11, -11, -9, -7, 14
> O=C(CC(=O)N/N=C/c1ccc(C(=O)O)cc1)NCCc1ccccc1
 : 5, 2, 8, 2, 0, 4, -7, 1, -2, 9, 13
> Cn1c(=O)c2c(nc(NCCCN3CCOCC3)n2Cc2cccc(Cl)c2)n(C)c1=O
 : 3, 8, 6, -1, 9, -12, -11, 16, -22, -2, 28
> O=C(c1cc(-c2ccco2)nc2ccccc12)N1CCN(c2ccc(F)cc2)CC1
 : 2, 2, -1, 3, -4, 4, 0, -21, -7, 7, -30
> O=C(Nc1ccc(Cl)c(S(=O)(=O)N2CCCCC2)c1)c1cnccn1
 : 25, 15, -5, 5, 12, 6, -8, 10, 9, 10, 19
> O=C(O)C1CCN(c2nc(-c3ccccc3)c3cc(Br)ccc3n2)CC1
 : 19, 18, 6, 21*, -4, -9, -59, 11, 10, 17, 11
> Cc1ccc(-c2nnc(N3CCN(C(=O)CN4C(=O)c5ccccc5C4=O)CC3)c3ccccc23)cc1
 : 6, 41, -29, 0, 8, 32, -3, 10, 2, 15, 11
> Cc1c(NC(=O)CSC2=C(C#N)C(c3ccccc3F)CC(=O)N2)c(=O)n(-c2ccccc2)n1C (stereo not drawn)
 : 3, 11, 7, 1, -1, 5, -25, 10, -2, -5, -4
> COC(=O)C1=CN(c2ccc(F)cc2)C=C(C(=O)OC)C1c1cccc([N+](=O)[O-])c1
 : 14, 16, -22, 0, 20, -2, -24, 8, 1, 9, 11
> Cc1ccccc1CN(C)C(=O)COC(=O)CSc1ccc([N+](=O)[O-])cc1
 : -12, 23, -4, -1, -24, -8, -18, 0, -4, -25, 10
> CC(C)Cn1c(=O)c2ccccc2n2c(CCC(=O)NCC3CCCO3)nnc12 (stereo not drawn)
 : -7, 3, -1, 0, 6, -9, -35, 13, 13, 5, 14
> Cc1nnc(SCCC(C)C)[nH]c1=O
 : -4, -6, 0, -2, 1, 11, -11, 4, -12, 9, 11
> Cc1cc(NC(=O)CN2CCC(n3nnc4cc(C(F)(F)F)ccc43)CC2)no1
 : 16, -2, 3, 1, -12, 13, 1, 9, -17, 2, 9
> Cc1c(CC(=O)NCC(=O)NCC(=O)N[C@@H](Cc2ccccc2)C(=O)O)c(=O)oc2c(C)c(O)ccc12
 : -8, 22, -8, ·, 9, ·, -11, 1, -14, -10, -1
> Cc1nc2sc(C(=O)O)c(N)c2c2c1COC(C)(C)C2
 : 2, 15, 2, -1, -11, -7, -40, -9, -22, -11, -40
> CC[C@@H](C)C(NC(=O)OC(C)(C)C)c1cn([C@@H](Cc2cc3ccccc3[nH]2)C(=O)N2CCN(C(=O)OC(C)(C)C)CC2)nn1 (stereo partly drawn)
 : -13, 7, 8, 1, 19, 20, 15, 13, 11, 1, 9
> O=C(COC(=O)[C@H](Cc1ccccc1)NC(=O)c1ccco1)NCc1ccccc1
 : 6, 15, -15, -3, 6, 3, 3, 13, -15, -1, -5
> COc1ccc(OC)c(-c2csc(NC(=O)Cc3ccccc3F)n2)c1
 : -26, 0, 2, 2, -19, -51, -46, -129, -7, 13, -75
> O=C(c1ccc2snnc2c1)N1CCSCC1
 : -9, -8, 6, -2, 3, -8, -20, -2, -14, -15, 1
> CCCCOC(=O)c1sc2nc(N3CCOCC3)c3c(c2c1N)CC(C)(C)OC3
 : 10, -8, 3, 0, -1, 1, 3, 19, -60, -16, 0
> CC1=CC(=O)Nc2ncccc2O1
 : 14, -12, 12, ·, -11, ·, -12, 13, -25, -1, -20
> COCCCNC(=S)N1CCN(S(=O)(=O)c2ccc(OC)cc2)CC1
 : 2, -4, 10, -1, 1, 6, -7, 10, -20, -5, -2
> Cc1cc(NC(=O)CSc2nc3ccccc3n2CC(C)C)no1
 : 20, 1, 2, 2, 2, -4, 0, 17, 8, -5, 11
> CCC(C)[C@H](NC(=O)N1CCN(C)CC1)C(=O)OC (stereo partly drawn)
 : 4, 6, 5, 0, 1, -7, -4, 12, -5, 15, 9
> COC(=O)C1(S(=O)(=O)C2(C(=O)OC)CCCC2)CCCC1
 : 16, 1, -1, 0, 10, -16, 13, 9, 10, -12, 9
> CC(CCc1ccco1)NC(=O)CCc1nnc2ccc(NCc3ccccc3)nn12 (stereo not drawn)
 : 3, 11, 10, -1, -17, 11, -15, 18, -12, -3, 8
> c1ccc(-c2csc3ncnc(N4CCc5ccccc5C4)c23)cc1
 : 62, 22, -10, -1, 22, 5, -30, 13, 31, 16, 24
> COc1cc(CC(=O)NCCc2ccc(OCc3ccccc3)cc2)c([N+](=O)[O-])cc1OC
 : 8, 2, 3, 2, -16, -17, -33, -22, -2, 1, -48
> Cc1ccc(C2CN=NC23CCc2ccccc2C3=O)cc1 (stereo not drawn)
 : -54, 4, -6, 3, 49, -7, -30, -139, 55*, 16, -150
> Cc1cccc(NC(=O)CC2Nc3cccc4cccc(c34)NC2=O)c1 (stereo not drawn)
 : -27, -5, -1, 1, 2, 15, -46, -2, 25, 1, 15
> CC(=O)Nc1cc(C(=O)OCC(=O)c2ccc(C)cc2)ccc1C
 : -51, -5, 0, 1, -92, -61, -34, -192, -11, 7, -283
> CCOC(=O)c1ccc(NC(=O)C2CCN(S(=O)(=O)CC)CC2)cc1
 : -14, 12, -19, -2, 18, -5, -21, 15, -25, 6, 11
> O=C(On1c(-c2ccccc2)nc2ccccc2c1=O)c1ccco1
 : -2, 25, 12, 0, -17, 16, -10, -5, 20, -22, 27
> COc1cc(C2c3cc4c(cc3OC(C)(N3CCCC3)C2C)OCO4)cc(OC)c1OC (stereo not drawn)
 : 14, 16, -12, ·, 27, 34, -49, 25, 8, 27, -21
> CC(C)n1c(SCC(=O)N2CCN(C(=O)c3ccco3)CC2)nc2c1c(=O)n(C)c(=O)n2C
 : 9, 13, 0, -1, 22, -3, 1, 15, 16, -3, 14
> Cc1ccc(C(=O)C[n+]2ccc(-c3nnc4n3CCC4)cc2)cc1
 : 3, 20, -20, 3, 20, -7, 10, -5, -3, -3, -9
> CC(C)NC(=O)N(C)C[C@H]1Oc2c(NC(=O)C3CC3)cccc2C(=O)N([C@H](C)CO)C[C@@H]1C
 : 14, 0, -7, ·, -9, -15, 21, 4, -6, -4, 7
> CCC1CCC2(CC1)SCC(=O)N2c1ccccc1 (stereo not drawn)
 : 9, -5, -8, 0, 20, ·, -10, 14, -13, -14, 4
> COc1ccc(-n2nc(C(=O)N3CCC(C#N)CC3)c3c4ccccc4n(C)c3c2=O)cc1
 : -15, -6, -2, 0, 11, 8, -17, 18, -12, -1, 8
> Nc1nnc(CC(=O)N/N=C/c2ccc(-c3ccccc3Cl)o2)s1
 : 1, 3, -8, -1, -63, -5, -21, -32, -23, 11, -30
> CCOC(=O)Cn1nnnc1C(CC)N(Cc1ccccc1)Cc1cc2cc(C)ccc2[nH]c1=O (stereo not drawn)
 : -4, 20, -18, 1, 12, -7, 6, 6, -12, -24, 13
> Cn1cccc2[nH]c(=O)nc1-2
 : 10, 2, 4, 0, -3, -1, -7, 16, 6, -5, -6
> O=C(COC(=O)c1ccc([N+](=O)[O-])s1)Nc1ccccc1
 : -5, -5, -13, 2, -15, 8, -13, 17, 1, -10, 10
> COCCn1nnnc1C(c1ccccc1OC)N1CCN(C(=O)c2ccco2)CC1 (stereo not drawn)
 : -2, -7, -2, 1, -13, 13, -8, 2, -1, -1, -7
> CCOC(=O)N1CCN(C(=O)CN2C(=O)CC(C)(C)S(=O)(=O)c3ccccc32)CC1
 : -7, -3, 0, 2, -8, -4, -7, 16, -1, -37, -2
> COc1ccc2occ(C(=O)c3ccccc3)c2c1
 : -64, -1, -7, 0, -29, -68, -48, -268, -10, 21, -234
> O=C(NCc1ccccc1)C1CCCN(c2cnccn2)C1 (stereo not drawn)
 : -15, -15, 10, 0, 20, 3, -4, 1, -12, 14, 9
> O=C(c1ccccc1Sc1ccc([N+](=O)[O-])cc1Cl)N1CCOCC1
 : -11, 8, 8, -3, -6, 9, -12, 10, 7, -7, 15
> Cc1cc2ncn(C(=O)c3c(-c4ccccc4)noc3C)c2cc1C
 : -8, -14, -6, 1, -8, 7, -6, 4, 8, -2, 5
> CC(=O)NCCNC(=O)c1oc2ccccc2c1CSc1ncn[nH]1
 : 2, -5, 0, -1, 9, 11, -13, 13, -21, 12, 11
> CCN(CC)CCNC(=O)c1ccc(NC(=O)c2ccc(F)cc2F)cc1
 : 8, 0, 1, 1, 1, 3, -3, 7, -3, -2, 4
> Cc1ccc(C)c(NS(=O)(=O)c2cc(C(=O)N3CCCC3)ccc2Cl)c1
 : 12, 1, 4, 2, 8, 16, -8, 7, 15, 3, 5
> O=C1[C@H]2[C@@H](c3ccc(Cl)cc3)N3C(=O)N(c4cccc(Br)c4)C(=O)[C@@]3(Cc3ccc(Cl)cc3)[C@H]2C(=O)N1C1CCCCC1
 : 11, -5, 9, 4, -21, -6, -7, 6, 7, 10, 4
> O=C(O)c1ccccc1SCC(=O)N1CCc2ccccc21
 : 17, -14, -7, 0, -22, 7, -62, -12, 25, -1, -37
> CCOC(=O)c1nc(NCc2ccccc2)sc1C
 : -5, 6, -2, 1, -32, -52, -57, -101, -2, 8, -79
> COCCNc1nc(SC)nc2sc3c(c12)CCN(C)C3
 : 11, 3, -9, -1, -12, 11, -4, 20, 6, -20, 4
> O=S(=O)(O)Sc1ccccc1
 : 6, -17, 16, ·, -27, ·, -6, -5, 3, -7, 1
> COc1cccc(-c2nc3n(n2)C(c2cccs2)C(C(=O)Nc2cccnc2)=C(C)N3)c1 (stereo not drawn)
 : -2, -18, 13, 4, -11, 11, -23, 25, -11, 5, 4

Compound activity from PubChem.

Only part of the results is shown. The share of hits here may be higher or lower than overall.
